# PglD DTNB = inhibitors of Campylobacter jejuni PglD acetyltransferase; 360,000 tested, 0.098% active; inhibition, % at 12.5 µM; purified PglD enzyme, DTNB colorimetric CoA detection; in the data active means inhibition above about 16%, passing the limit was not always enough; further: strong numbers were not always called active
# LGR2 inh = blocks bursicon-induced cAMP signaling via Drosophila LGR2 | HEK293 LGR2, CRE-luciferase, bursicon-stimulated, 4 h | inhibition, % at 9.99 µM | 380,000 tested, 0.35% active;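 active means drop in luminescence signal, shown as inhibition above about 50% in the replicate tests, limit read from the data, passing the limit was not always enough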;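 further: agonist challenge used bursicon conditioned medium at about half maximal strength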
# EWS-Fli inh = blocks EWS/Fli oncoprotein-driven transcription; A673 NR0B1-luciferase reporter, viability-normalised; inhibition, % at 12.6 µM; 350,000 tested, 0.67% active;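 active means mean inhibition of at least 50% after viability correction, with every replicate also passing that limit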;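 further: firefly luciferase signal divided by Alamar Blue viability fluorescence both relative to DMSO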
# FN deposit inh = fibronectin deposition inhibition | AH1F fibroblasts, Alexa488-fibronectin deposition fluorescence, overnight | AID 743247 | 350,000 tested, 0.086% active | inhibition, % at 12.6 µM;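 active means mean inhibition across replicates of 30% or more, regardless of how many single replicates reach that level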;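 further: positive control wells lacked labelled fibronectin entirely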
#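 Assay system: AH1F fibroblast monolayer, labelled fibronectin deposition. Amount: 10000 cells per well. Also added: labelled fibronectin 24 nM. Compound: single-point pinned compound. Incubation: cell attachment 1 h, compound and FN exposure overnight. Detection: fluorescence after three HBSS washes, excitation 485 nm, emission 525 nm. Read-out: inhibition of fibronectin deposition signal.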
# S100A4 inh HTS = S100A4-myosin IIA interaction inhibition; S100A4/TAMRA-MyoIIA peptide fluorescence polarization; 360,000 tested, 0.14% active; P26447; inhibition, % at 10.7 µM; AID 652163;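 active means mean inhibition of at least 70% across replicates, with every replicate also reaching that level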
# Target sequence (P26447 whole entry, looked up): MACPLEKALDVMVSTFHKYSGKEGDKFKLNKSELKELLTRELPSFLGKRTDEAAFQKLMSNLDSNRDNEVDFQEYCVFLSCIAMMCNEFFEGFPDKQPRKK
#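 Material: S100A4 monomer protein | Medium: HEPES pH 7.2 with CaCl2, KCl, NaCl, DTT, Triton | Reagent: Labelled myosin peptide probe, 5 nM | Doses: One dose per compound | Times: 5 min incubation before reading | Benchmarks: Neutral control DMSO, positive control TFP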
# PGC1a acetyl inh = modulators of PGC1a acetylation | U2OS PGC1a acetylation, AlphaScreen anti-acetyl-lysine; with virally co-expressed GCN5 acetyltransferase | inhibition, % at 15.6 µM | 350,000 tested, 0.17% active | AID 651687;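 active means every replicate shows inhibition of at least 40%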;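 further: 0% = neutral control wells and 100% = positive control wells; some results beyond the cut were filed as inactive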
# PAX8 inh HTS = PAX8 transcriptional activity inhibition; 360,000 tested, 1.2% active; inhibition, % at 12.6 µM; AID 652154; RMG-I TPO-luciferase reporter, SteadyGlo, 24 h;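 active means mean replicate inhibition at least 60% with every replicate also reaching 60%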;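 further: luciferase light reporting Pax8 driven TPO promoter activity; plate controls were median of neutral control wells for no effect and mitoxantrone controls for full effect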
# ERAP1 HTS inh = ERAP1 (human) enzyme inhibition; recombinant ERAP1, Leu-AMC fluorescence, 60 min; inhibition, % at 10.7 µM; Q9NZ08; 340,000 tested, 0.15% active; AID 652197;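 active means mean replicate inhibition of at least 30%, or all replicates individually reaching that 30% level; inactive means mean below 30% and not every replicate reaching it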;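 further: 0% = neutral control wells and 100% = L-leucinethiol positive control wells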
# Target sequence (Q9NZ08 whole entry, looked up): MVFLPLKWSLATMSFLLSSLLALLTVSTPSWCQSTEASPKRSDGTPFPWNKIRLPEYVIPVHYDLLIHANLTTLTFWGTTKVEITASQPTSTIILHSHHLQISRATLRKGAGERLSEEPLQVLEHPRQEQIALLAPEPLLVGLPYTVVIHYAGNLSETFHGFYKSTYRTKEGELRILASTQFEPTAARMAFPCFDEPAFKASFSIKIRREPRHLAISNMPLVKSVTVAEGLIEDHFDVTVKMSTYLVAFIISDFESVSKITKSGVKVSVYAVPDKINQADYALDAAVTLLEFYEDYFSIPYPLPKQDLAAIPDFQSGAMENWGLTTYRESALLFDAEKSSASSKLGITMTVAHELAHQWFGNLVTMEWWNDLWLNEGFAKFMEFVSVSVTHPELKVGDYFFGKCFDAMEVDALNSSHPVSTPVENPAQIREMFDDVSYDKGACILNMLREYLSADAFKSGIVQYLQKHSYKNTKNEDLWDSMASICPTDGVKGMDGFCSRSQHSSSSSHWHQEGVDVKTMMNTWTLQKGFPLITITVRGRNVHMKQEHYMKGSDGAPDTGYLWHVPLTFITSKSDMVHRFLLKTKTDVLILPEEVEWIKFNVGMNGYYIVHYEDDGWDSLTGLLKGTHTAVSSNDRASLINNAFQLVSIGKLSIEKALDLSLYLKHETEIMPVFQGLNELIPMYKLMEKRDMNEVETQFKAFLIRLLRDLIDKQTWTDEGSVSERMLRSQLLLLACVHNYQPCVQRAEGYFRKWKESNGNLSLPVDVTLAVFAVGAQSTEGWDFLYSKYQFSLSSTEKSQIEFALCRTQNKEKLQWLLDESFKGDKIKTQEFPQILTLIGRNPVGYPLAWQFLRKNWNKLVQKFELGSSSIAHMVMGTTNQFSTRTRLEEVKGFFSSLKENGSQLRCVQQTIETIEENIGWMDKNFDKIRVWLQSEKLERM
# An asterisk follows results filed as active; i = inactive; . = no result given. Rows are unselected, and some 2.1% of all compounds hit somewhere here.
Molecule,PglD DTNB,LGR2 inh,EWS-Fli inh,FN deposit inh,S100A4 inh HTS,PGC1a acetyl inh,PAX8 inh HTS,ERAP1 HTS inh
O=C(O)c1ccccc1-c1ccccc1C(=O)NNc1ccccc1,-6,-6,.,3,.,.,-1,.
COc1ccc(S(=O)(=O)N(C)C[C@@H]2Oc3c(NC(=O)CCCCCC(=O)Nc4ccccc4N)cccc3C(=O)N([C@@H](C)CO)C[C@H]2C)cc1,.,12,-1,.,0,17,11,1
Cc1cccc(C(=O)OCC(=O)c2ccc3c(c2)OCCO3)c1O,-4,-11,-79,-6,-1,-8,-171,0
CC(C)C(c1nnnn1Cc1cccs1)N1CCN(C2CCCC2)CC1 (centres undefined),-4,.,.,0,.,-6,9,.
CCC(=O)NC[C@H]1[C@H](c2ccccc2)[C@@H](CO)N1C(=O)C1CC1,-4,7,10,7,-3,-5,-4,0
Cc1ccc(SCCN2CCC(C(C)(C)C)CCC2=O)cc1 (centres undefined),-2,-44,-50,1,-1,-8,-76,-1
Cc1ccc(S(=O)(=O)Oc2ccc(/C=C3/N=C(c4ccccc4)OC3=O)cc2)cc1,-2,1,4,1,0,6,-22,1
O=C(NC[C@H]1CC[C@H]2[C@H](CN2Cc2ccc(Oc3ccccc3)cc2)O1)C1CCOCC1,.,.,17,.,0,0,13,.
Nc1c(-c2ccc(Cl)cc2)cnc2ncnn12,-1,.,.,8,.,1,-6,.
O=C1[C@H]2[C@@H](c3ccccc3)N[C@]3(CCCN(Cc4ccc(Br)cc4)C3=O)[C@H]2C(=O)N1Cc1ccccc1,0,22,-2,4,2,5,15,6
Cc1ccc(S(=O)(=O)NCCC(=O)OCC(=O)NC(=O)c2cccn2C)cc1,.,1,-4,6,2,.,-1,.
Cc1ccc(S(=O)(=O)Nc2cc(-c3nn(C)c(=O)c4ccccc34)ccc2N2CCOCC2)cc1,1,-28,.,.,-2,-6,.,-5

# Four entries already listed, sorted by formula weight, rising:
Molecule,PglD DTNB,LGR2 inh,EWS-Fli inh,FN deposit inh,S100A4 inh HTS,PGC1a acetyl inh,PAX8 inh HTS,ERAP1 HTS inh
CCC(=O)NC[C@H]1[C@H](c2ccccc2)[C@@H](CO)N1C(=O)C1CC1,-4,7,10,7,-3,-5,-4,0
Cc1ccc(SCCN2CCC(C(C)(C)C)CCC2=O)cc1 (centres undefined),-2,-44,-50,1,-1,-8,-76,-1
CC(C)C(c1nnnn1Cc1cccs1)N1CCN(C2CCCC2)CC1 (centres undefined),-4,.,.,0,.,-6,9,.
O=C1[C@H]2[C@@H](c3ccccc3)N[C@]3(CCCN(Cc4ccc(Br)cc4)C3=O)[C@H]2C(=O)N1Cc1ccccc1,0,22,-2,4,2,5,15,6

# The list goes on:
Molecule,PglD DTNB,LGR2 inh,EWS-Fli inh,FN deposit inh,S100A4 inh HTS,PGC1a acetyl inh,PAX8 inh HTS,ERAP1 HTS inh
COc1ccccc1/C=C/CN1CCCC(CO)(CCc2ccccc2)C1 (centres undefined),-7,-4,18,-5,-10,-15,7,2
Cc1ccc(OCc2nnc(SCC(=O)Nc3ncc(C)s3)o2)cc1,.,-12,6,-6,-2,-2,-2,3
CN(C)CC(=O)Nc1ccc2c(c1)[C@H]1C[C@@H](CC(=O)NCc3cccc(F)c3)O[C@@H](CO)[C@H]1O2,4,-4,6,.,-8,-8,-2,1
O=Cc1cccn1-c1ccc2ccccc2c1,-4,-20,-27,12,-3,.,-16,.
O=C(NCc1ccccc1)/C(=N\O)c1ccccc1,5,.,.,0,.,11,-69,.
COc1ccc(C)cc1NC(=O)c1cc2c(s1)CCC2,6,-31,.,1,.,3,-25,.
c1ccc(-c2noc(CC3CCCCC3)n2)cc1,2,-92,-112,0,14,-14,-46,-7
Cn1c(=O)c2c(C(=O)O)cc(-c3ccccc3)nc2n(Cc2ccccc2)c1=O,0,3,-11,0,5,.,-30,1
CSCCC(c1nc2ccccc2[nH]1)n1c(/C=C/c2ccc(F)c(F)c2)nc2ccccc21 (centres undefined),.,-97,-138,10,-4,.,-139,0
CC(NC(=O)c1ccco1)C(=O)N1CCN(C(c2ccccc2)c2ccccc2)CC1 (centres undefined),2,5,17,.,1,.,12,3
Cc1ccc(NC(=O)OCCN(C)C(=O)Nc2ccc(C)cc2C)c(C)c1,.,16,-6,14,-16,.,-16,4
O=C(NC1CCN(Cc2ccccc2)CC1)c1cc(Br)c(Br)[nH]1,.,6,-2,.,-2,1,8,-11

# Later entries:
Molecule,PglD DTNB,LGR2 inh,EWS-Fli inh,FN deposit inh,S100A4 inh HTS,PGC1a acetyl inh,PAX8 inh HTS,ERAP1 HTS inh
N#Cc1c(-c2ccc(F)cc2)noc1N,8,.,.,-2,.,-15,-24,.
C[C@@H]1CN([C@H](C)CO)C(=O)c2cc(C#CCN(C)C)cnc2O[C@H]1CN(C)Cc1ccc(F)cc1,1,-5,0,-8,6,3,.,-3
O=C1C=C(Nc2ccc(Cl)cc2)C(=O)N1c1ccc(Cl)cc1,.,-16,-18,1,-18,.,-33,0
CC(=O)N1CCN(Cc2cc(=O)oc3cc(C)ccc23)CC1,1,7,-4,3,13,14,-16,10
COc1ccc(-c2nc3c4ccccc4ccn3c2Cc2ccccc2)cc1OC,1,-66,-71,-5,-5,-23,-38,-1
CC(C)(CO)CNc1ccn2nccc2n1,0,15,-11,4,-2,43*,-29,-1
CCCCNC(=O)c1cc2c(=O)n3cccc(C)c3nc2n(Cc2ccccc2)c1=N,-9,19,9,.,-5,-1,.,i
CN(CCOc1ccccc1)C(=O)c1cc([N+](=O)[O-])ccc1N1CCOCC1,1,2,0,-8,8,.,-8,4
O=C(CC1CC1)Nc1ccc2c(c1)[C@H]1C[C@@H](CC(=O)NC3CCCC3)O[C@H](CO)[C@H]1O2,3,7,-2,-17,-22,8,6,2
O=C(O)c1ccc(N2CCc3ccccc32)c([N+](=O)[O-])c1,-5,5,9,-2,-4,9,-10,10
CC1CCN(S(=O)(=O)c2cccc(C(=O)NCC3CCCO3)c2)CC1 (centres undefined),1,17,.,.,0,1,17,-2
Cc1ccc(C(=O)Nc2ccc(C(=O)/C=C/c3cccs3)cc2)cc1,-7,.,.,2,.,-3,-128,.

# (list continues)
Molecule,PglD DTNB,LGR2 inh,EWS-Fli inh,FN deposit inh,S100A4 inh HTS,PGC1a acetyl inh,PAX8 inh HTS,ERAP1 HTS inh
COc1cccc(S(=O)(=O)N[C@H]2C=C[C@@H](CC(=O)NC3CCC3)O[C@H]2CO)c1,-1,-3,-2,5,6,20,-1,0
Cc1ncc([N+](=O)[O-])n1CC(=O)Nc1ccccc1Cl,9,-16,1,-5,-7,.,-10,-3
COCCNC(=O)C1(C)CCN(C(=O)c2cc(-c3ccccc3)cs2)C1 (centres undefined),5,-22,-20,-4,4,-9,-43,1
O=C(Nc1ccccc1)C1CCCN1/C=C/C(=O)C(F)(F)F (centres undefined),1,6,-10,-10,4,-12,-28,3
Cc1ccc(-c2ccnc3nc(-n4cccc4)nn23)o1,-4,11,1,-3,3,-11,1,-6
O=C(C[C@@H]1CC[C@H]2[C@@H](COC[C@@H](O)CN2C(=O)c2cccnc2)O1)NCc1ccccc1,3,7,-1,-7,-28,1,-22,-1
O=C(c1ccncc1)N1CC[C@@H]2[C@H](CO)Nc3ccc(Br)cc3[C@@H]21,3,7,18,-10,.,-2,5,.
COc1ccc(S(=O)(=O)Nc2cccc3c2O[C@H](CN(C)Cc2ccc4c(c2)OCO4)[C@H](C)CN([C@@H](C)CO)C3=O)cc1,10,-4,13,.,-49,-6,-1,4
CC=Cc1ccc2n(c1=O)C[C@@H]1[C@@H](CO)[C@H](C(=O)NC3CCCC3)N(Cc3ccncc3)[C@H]21 (mixture of isomers),-3,-16,-6,.,11,.,.,1
COCC(=O)Nc1ccc2c(c1)C(=O)N(C)[C@H]1CC[C@H](CC(=O)OC)O[C@@H]1CO2,.,-4,.,3,6,5,.,-1
C=CCN1C[C@H](COC(=O)c2ccc(C)c(C)c2)Oc2cccc(F)c2S1(=O)=O,.,8,-5,6,-3,.,17,.
O=C(Nc1ccccc1)Nc1csc2ccccc12,-1,.,-127,-2,-9,5,-74,.

# Continuation:
Molecule,PglD DTNB,LGR2 inh,EWS-Fli inh,FN deposit inh,S100A4 inh HTS,PGC1a acetyl inh,PAX8 inh HTS,ERAP1 HTS inh
CC(C)Cc1nnc(NC(=O)CN2C(=O)c3ccccc3C2=O)s1,-5,-18,9,-1,-1,0,-24,-1
CC(C)(c1ccc(O)cc1)c1ccc(O)cc1,-1,7,-11,-4,-6,-8,4,0
CCOC(=O)Oc1ccc2c(c1)C(C)=CC(C)(C)N2C(=O)OCC,-3,.,.,-2,.,3,6,.
COc1ccc(S(=O)(=O)N2CCC(C(=O)NCc3ccccc3)CC2)cc1OC,.,-29,10,-11,-2,6,13,-5
O=C(O)c1ccc(N/N=C/c2ccc(-c3cc(Cl)ccc3Cl)o2)cc1,-9,-69,-138,3,1,13,-150,-5
Cc1cc(C(=O)N2CCN(S(=O)(=O)c3ccccc3C#N)CC2)c(C)o1,-2,20,0,5,0,.,2,-2
COc1ccc(NC(=O)N(C)C[C@H]2Oc3ccc(NS(=O)(=O)c4cccs4)cc3C(=O)N([C@H](C)CO)C[C@H]2C)cc1,-1,8,-3,.,12,-5,.,1
O=C(NNC1CC(=O)N(c2cccc(Cl)c2)C1=O)c1cccs1 (centres undefined),0,-21,.,1,.,-3,-12,.
CCC(=O)OC1(C)C(=O)C=C2C=C(c3ccc(C#N)cc3)OC=C2C1=O (centres undefined),2,8,-19,4,1,.,-2,4
CC(=O)Nc1ccc(S(=O)(=O)N2CCCC(C(=O)O)C2)cc1 (centres undefined),.,-5,-1,.,-3,8,3,0
COc1cccc(NC(=O)N2C[C@@H](O)COC[C@H]3O[C@@H](CC(=O)NCCCN4CCOCC4)CC[C@@H]32)c1,-2,6,.,0,19,12,.,-1
C[C@H](CO)N1C[C@H](C)[C@H](CN(C)S(=O)(=O)c2ccc(Cl)cc2)OCCCC[C@H](C)Oc2ccc(NS(=O)(=O)c3ccccc3)cc2C1=O,3,5,7,-6,3,-11,72*,4

# More compounds follow:
Molecule,PglD DTNB,LGR2 inh,EWS-Fli inh,FN deposit inh,S100A4 inh HTS,PGC1a acetyl inh,PAX8 inh HTS,ERAP1 HTS inh
COc1ccc(S(=O)(=O)Nc2cccc3c2O[C@H](CN(C)Cc2ccc(C(=O)O)cc2)[C@@H](C)CN([C@@H](C)CO)C3=O)cc1,.,2,-4,-13,.,-3,.,.
C[C@H](CO)N1C[C@H](C)[C@@H](CN(C)Cc2ccccc2)Oc2ncc(/C=C/c3ccccc3)cc2C1=O,-3,19,5,12,13,-21,.,0
COCC(=O)N(C)C[C@@H]1Oc2ncc(-c3ccc(C)cc3)cc2C(=O)N([C@H](C)CO)C[C@H]1C,-3,6,-9,5,0,7,.,-2
COc1cccc(/C=N/NC(=O)CNC(=O)c2cccs2)c1O,.,-33,6,9,-2,8,29,.
CN(Cc1ccccc1)C(=O)COC(=O)CCC(=O)c1ccc(Cl)cc1,-5,-20,3,0,3,-1,-5,1
COc1ccccc1N(CC(=O)NCc1ccc(F)cc1)C(=O)CCC(=O)Nc1nccs1,4,5,.,-9,-3,-5,3,-3
Cc1ccc(Cl)cc1N1CCN(C(=O)C2CCCN(S(=O)(=O)c3cnc[nH]3)C2)CC1 (centres undefined),-3,22,-3,1,1,-3,3,3
CCc1nn2c(=O)cc(COC(=O)c3ccc(SC)cc3OC)nc2s1,3,-2,-2,3,-4,10,-6,0
Cc1nn(Cc2ccccc2)c(C)c1NC(=O)c1ccc([N+](=O)[O-])cc1[N+](=O)[O-],0,.,4,4,1,14,30,1
COC(=O)c1ccccc1NC(=O)CSc1nc2ccccc2c(=O)[nH]1,2,.,.,.,-2,-1,.,2
COc1ccc(S(=O)(=O)n2cnc3ccccc32)c(C)c1,5,-12,6,6,-10,-3,-16,1
